Screens: PubChem, National Center for Advancing Translational Sciences (NCATS)
Abeta rescue: compounds reversing amyloid beta toxicity in yeast. 0.063% of 410,000 active. Potency, µM (titrated, usually from 46.1 µM), for the others: at the highest dose growth rescue, hits mostly activators. yeast expressing A-beta42, growth rescue, OD600, 48 h; response scale: 0% DMSO, 100% iron-clioquinol control; note: potency is the fitted concentration of half-maximal effect; nearly all actives have a fitted effect of over 55% in size
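Yeast growth medium received pinned compounds, then yeast cells expressing toxic A-beta were added; plates incubated at 30 C for 48 hr. Growth read as absorbance at 600 nm, normalized to DMSO and equimolar FeCl3 plus clioquinol controls.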
EPAC1 antag: blocks human EPAC1 exchange factor. AID 720709. 0.14% of 360,000 active. Potency, µM (doses to about 115 µM), without a hit: at the top dose activity change, negative = inhibition, actives largely listed as inhibitors. EPAC1 GEF assay, Rap1b-BODIPY-GDP exchange fluorescence;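 note: potency is the fitted concentration of half-maximal effect; plate controls were vehicle for no effect and positive control for full effect; nearly all actives have a fitted effect of over 50% in size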
FUS yeast rescue: FUS proteinopathy suppression in yeast; AID 1347120; Potency, µM (titrated, usually from 76.6 µM), for the others: at the top dose growth rescue (activation), actives largely listed as activators; 0.24% of 390,000 active; S. cerevisiae FUS-expressing, growth rescue, OD600, 24 h;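 note: potency is the fitted concentration of half-maximal effect; plate controls were DMSO vehicle for no effect and reference control for full effect; nearly all actives have a fitted effect of over 55% in size; some results filed as inactive show a strong effect at the top dose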
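Compound concentration series was pinned onto galactose-induced FUS-expressing yeast seeded at OD 0.005. Plates sat 24hr at 30C; absorbance at 600 nm gave growth. DMSO served as background control.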
PI5P4Ka inh: inhibitors of human PI5P4K alpha; 1.2% of 330,000 active; PI5P4Kalpha enzyme, ADP-Glo luminescence, 60 min; hits give low values; max response, %; active = max response of -50% or lower; inconclusive = between -30% and -50%; inactive = -30% or higher; note: value at the top dose of about 77 µM; % is set by controls: 0 for no effect and ±100 for the full control effect
Target sequence (P48426 whole entry, looked up): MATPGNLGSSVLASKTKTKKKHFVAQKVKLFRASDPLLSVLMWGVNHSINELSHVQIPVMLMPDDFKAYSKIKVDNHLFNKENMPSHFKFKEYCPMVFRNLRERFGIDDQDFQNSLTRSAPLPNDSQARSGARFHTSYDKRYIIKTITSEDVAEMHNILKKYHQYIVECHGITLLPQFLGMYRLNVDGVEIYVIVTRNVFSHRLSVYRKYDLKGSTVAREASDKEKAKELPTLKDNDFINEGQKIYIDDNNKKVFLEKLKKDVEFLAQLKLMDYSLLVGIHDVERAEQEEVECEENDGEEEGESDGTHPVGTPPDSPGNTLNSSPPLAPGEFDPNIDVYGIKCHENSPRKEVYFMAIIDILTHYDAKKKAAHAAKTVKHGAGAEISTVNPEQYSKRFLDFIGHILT
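Compounds were pin-transferred onto PI5P4Kalpha and substrate in HEPES pH 7.4 buffer with EGTA, CHAPS and 5% DMSO. ATP (5 microM final) started the reaction, which ran 60 minutes at room temperature before ADP-Glo detection.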
PLK1 PBD inh: inhibitors of human PLK1 polo-box domain binding. P53350. Plk1 PBD binding of FITC phosphopeptide, fluorescence polarization. Potency, µM, for the others: max response, negative = inhibition, most hits filed as inhibitors. 2.8% of 360,000 active. AID 720504; note: potency is the fitted concentration of half-maximal effect; series mostly up to about 57 µM; % is set by controls: 0 for no effect and ±100 for the full control effect; nearly all actives have a fitted effect of over 65% in size
Target sequence (P53350 whole entry, looked up, the tested form may be a part): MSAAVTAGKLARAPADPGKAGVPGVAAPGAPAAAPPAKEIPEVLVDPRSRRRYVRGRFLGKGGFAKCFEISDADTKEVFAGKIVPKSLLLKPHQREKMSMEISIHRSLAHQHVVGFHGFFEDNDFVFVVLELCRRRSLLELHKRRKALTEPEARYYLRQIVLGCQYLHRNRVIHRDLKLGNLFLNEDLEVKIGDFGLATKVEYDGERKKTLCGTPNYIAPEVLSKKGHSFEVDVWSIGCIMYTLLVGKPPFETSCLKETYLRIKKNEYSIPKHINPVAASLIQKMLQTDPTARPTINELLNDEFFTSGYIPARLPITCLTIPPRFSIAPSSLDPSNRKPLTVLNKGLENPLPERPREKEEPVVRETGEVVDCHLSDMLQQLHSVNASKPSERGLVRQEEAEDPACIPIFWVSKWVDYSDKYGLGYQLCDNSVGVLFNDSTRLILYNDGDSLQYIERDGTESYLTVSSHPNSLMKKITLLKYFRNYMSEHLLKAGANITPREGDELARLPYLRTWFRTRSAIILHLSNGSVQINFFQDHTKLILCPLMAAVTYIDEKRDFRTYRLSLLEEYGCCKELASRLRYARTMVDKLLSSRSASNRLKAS
WRN inhibitor: inhibitors of human WRN helicase; WRN helicase unwinding, fluorescent forked duplex, kinetic; Q14191; AID 651768; Potency, µM (series often up to 114 µM), for the others: at the highest dose activity change, negative = inhibition, hits mostly inhibitors; 0.46% of 360,000 active; note: potency is the fitted concentration of half-maximal effect; % is set by controls: 0 for no effect and ±100 for the full control effect; nearly all actives have a fitted effect of over 55% in size
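Kinetic red-fluorescence monitoring (525/598 nm) tracks WRN helicase activity after 100 nM fluorophore-quencher forked duplex and 2 mM ATP are added to 20 nM enzyme pretreated 15 min at room temperature with compound.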
IL2 activator: activators of IL-2; activation, % (series mostly up to about 46 µM); IL-2 activation reporter assay, cell-based qHTS; stimulated with anti-CD3/CD4/CD28 beads; in transgenic mouse T cells; 0.065% of 360,000 active; in the data active = activation above about 50%; inconclusive = mostly about 30% to 49%; note: 0% is about no effect
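Readout: EGFP and DsRed signals by fluorescent plate cytometry. Unstimulated transgenic mouse T cells received compound 60 min before antibody-bead stimulation, then incubated 18 h at 37 degrees C.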
EPAC1 agonist: activates human EPAC1 exchange factor; Potency, µM (titrated, usually from 154 µM), for the others: at the top dose activation, hits mostly activators; 0.073% of 360,000 active; O95398; EPAC1 agonist qHTS, biochemical assay; response scale: 100% = response to 6.5 mM cAMP; AID 720707; note: potency is the fitted concentration of half-maximal effect; nearly all actives have a fitted effect of over 60% in size
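Multi-concentration qHTS readout: loss of Rap1B-bound BODIPY-GDP fluorescence driven by 100 nM EPAC1 with excess GDP (50 uM), monitored kinetically at room temperature; agonist response expressed relative to 6.5 mM cAMP.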
aSyn yeast inh: inhibitors of alpha-synuclein toxicity in yeast | Yeast expressing alpha-synuclein, growth rescue, BacTiter-Glo, 24 h | 0.14% of 370,000 active | Potency, µM (highest dose often 46.1 µM), for inactives: at the highest dose growth rescue (activation), usual class: activators | AID 652106; note: potency is the fitted concentration of half-maximal effect; % of control where 0% means no effect; nearly all actives have a fitted effect of over 65% in size
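Galactose-induced alpha-syn yeast (OD600=0.02, raffinose-pregrown) + pinned cpd, 24 hr, 30 deg C; growth by BacTiter-Glo luminescence. Growth restoration scores as activation.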
An asterisk follows results filed as active; ? = inconclusive; / = no result given; [ ] = dose if it differs, or a comment. Unless noted, calls come from the whole dose curve; as a rule, active = well fitted curve in the direction sought with a large enough effect; inconclusive = small, poorly fitted or top-dose-only effect, or another doubt; inactive = no such curve, though single readings can be large; an effect the other way counts as inactive or inconclusive.

cpd	Structure	EPAC1 agonist	aSyn yeast inh	PLK1 PBD inh	FUS yeast rescue	EPAC1 antag	Abeta rescue	WRN inhibitor	PI5P4Ka inh	IL2 activator
1	CCOC(=O)N1CCC(NC(=O)C(NS(=O)(=O)c2ccc3c(c2)CCN3C(C)=O)C(C)C)CC1 (configuration not stated)	8%	1%	-1%	20%	-4%	21%	-7%	-9	-0.7
2	O=C(NNS(=O)(=O)c1ccc(F)cc1)c1ccc(S(=O)(=O)N2CCCCC2)cc1	-2%	7%	5%	9%	6%	-9%	15%	-5	-4.8
3	Cc1ccc(Cn2ccc(NC(=O)c3nc4ncccn4n3)n2)cc1	-4%	2%	-1%	-2%	-4%	2%	-1%	-14	0.7
4	OCC1(Cc2ccccc2)CCCN(Cc2ccc(-c3ccco3)cc2)C1 (configuration not stated)	-2%	6%	-15%	?	-10%	2%	-15%	-3	-3.0
5	CCOc1ccc(/C=N/NC(=O)c2cc3c(OC)cc(OC)c(OC)c3[nH]2)cc1	-5%	-2%	-12%	?	-13%	-2%	-28%	4	-0.9
6	COC(=O)c1ccccc1NC(=S)NC(=O)c1ccc2ccccc2c1	5%	-14%	?	/	-26%	0%	11%	-2	0.4
7	CSc1ccccc1N=CC1=C(O)CC(C)(C)CC1=O	2%	6%	-2%	-5%	-1%	0%	-11%	/	-1.3
8	COc1ccc(S(=O)(=O)N2CC3CCCN3c3cc(C(F)(F)F)ccc32)cc1 (configuration not stated)	-7%	-19%	-5%	25%	-7%	9%	-5%	-2	-2.5
9	CCOc1ccc(C2=C(C=C(C#N)C#N)C(c3ccccc3)c3ccccc3O2)cc1 (configuration not stated)	11%	5%	-11%	29%	-11%	26%	-7%	1	-0.7
10	COc1ccc(-c2cn(CCO)c(-c3ccncc3)n2)cc1	10%	-8%	5%	0%	-7%	1%	-2%	-1	1.0
11	O=C(/C=C/c1ccc(Cl)cc1Cl)Nc1cccc(S(=O)(=O)NC2=NCCCCC2)c1	3%	2%	-3%	21%	?	3%	-13%	1	0.0
12	COC(=O)c1ccc(N(C(=O)c2ccco2)C(C(=O)NC2CCCC2)c2ccco2)cc1 (configuration not stated)	-6%	-1%	-5%	11%	-3%	-7%	7%	2	-3.8
13	Cc1ccc(NC(=O)CNC(=O)c2ccc(Oc3ccccc3)cc2)nc1	-3%	7%	1%	6%	4%	14%	-2%	?	-1.6
14	O=C1C=C(NCCc2cc(Br)c(O)c(Br)c2)C(=O)c2ncccc21	15%	-14%	2.7µM*	/	50µM*	0%	25µM*	-74*	-7.6
15	C=CCn1c(SCC(=O)Nc2cc3oc4ccccc4c3cc2OC)nnc1-c1cnccn1	12%	2%	2%	18%	14%	8%	-5%	/	-2.1
16	Cc1ccc(CN2C3=NCCN3c3ccccc32)cc1	-4%	-13%	-3%	-5%	2%	0%	-10%	3	-0.8
17	Cc1cc2ccccc2cc1C(=O)c1ccccc1	7%	-3%	-5%	14%	-13%	10%	-12%	19	-0.5
18	COc1ccc2nc(SCC(=O)N(C)C3CCCCC3)c(C#N)cc2c1	17%	-4%	-3%	?	-9%	-7%	-18%	/	-3.3
19	CCCCC(c1nnnn1CCOC)N1CCN(C)CC1 (configuration not stated)	11%	3%	5%	16%	4%	-5%	4%	2	-3.0
20	CCN1CCN(Cc2ccc(NC(=O)CC3Oc4ccc(C)cc4NC3=O)cc2)CC1 (configuration not stated)	-1%	1%	-1%	-16%	-3%	2%	5%	-7	0.2
21	Cc1cc(=O)[nH]c(Nc2ccc(N(C)C)cc2)n1	7%	0%	3%	15%	-5%	-4%	5%	-3	-0.8
22	COc1ccc(CCCNC(=O)CC#N)cc1OC	6%	2%	-11%	-2%	0%	-6%	-13%	5	-0.8
23	O=C(Nc1cccc(S(=O)(=O)Nc2ccc(Cl)cc2)c1)c1ccc2c(c1)OCCO2	3%	1%	-5%	43%	-27%	24%	-20%	-4	-4.5
24	O=C(CCN1C(=O)/C(=C/c2ccccc2Cl)SC1=S)NNC(=O)c1cccnc1	-4%	0%	-8%	25%	13%	5%	-10%	-5	0.1

Not a retest: an excerpt of the list.
cpd	Structure	EPAC1 agonist	aSyn yeast inh	PLK1 PBD inh	FUS yeast rescue	EPAC1 antag	Abeta rescue	WRN inhibitor	PI5P4Ka inh	IL2 activator
23	O=C(Nc1cccc(S(=O)(=O)Nc2ccc(Cl)cc2)c1)c1ccc2c(c1)OCCO2	3%	1%	-5%	43%	-27%	24%	-20%	-4	-4.5
24	O=C(CCN1C(=O)/C(=C/c2ccccc2Cl)SC1=S)NNC(=O)c1cccnc1	-4%	0%	-8%	25%	13%	5%	-10%	-5	0.1

The list continues:
cpd	Structure	EPAC1 agonist	aSyn yeast inh	PLK1 PBD inh	FUS yeast rescue	EPAC1 antag	Abeta rescue	WRN inhibitor	PI5P4Ka inh	IL2 activator
25	O=C(NNC(=O)C1CCN(S(=O)(=O)c2cccc(C(F)(F)F)c2)CC1)C1CC1	-4%	-1%	-28%	10%	-18%	-7%	3%	1	-0.1
26	COc1cc(C(=O)NCCNC(=O)c2ccc(C)nc2)cc(OC)c1OC	13%	2%	-9%	8%	2%	0%	-23%	-19	-1.9
27	C=CCOc1ccccc1CN(CCc1ccccc1)C(=O)c1cccc(S(C)(=O)=O)c1	0%	-4%	-8%	?	-16%	7%	-3%	5	0.0
28	COc1ccc(S(=O)(=O)N2CCOC2CNC(=O)C(=O)NCCCN2CCCC2=O)cc1OC (configuration not stated)	4%	0%	-14%	-24%	-15%	-7%	8%	-16	-1.2
29	Nc1ncnc(Sc2ccc(Cl)cc2)c1[N+](=O)[O-]	0%	4%	5%	/	-5%	4%	6%	-1	-0.4
30	Nc1cc(Cl)ccc1Oc1ccc(Cl)cc1	?	-10%	-9%	34%	-15%	-1%	-4%	/	-2.2
31	O=S(=O)(c1ccc(Cl)c(F)c1)N1CCC(c2nc(-c3ccncc3)no2)CC1	-7%	0%	-9%	-4%	5%	-41%[inhibitor]	-5%	/	-0.9
32	O=C1/C(=C/c2ccccc2[N+](=O)[O-])COc2ccccc21	-1%	?	?	-31%	-26%	?	-16%[11.6 µM]	3	-0.9
33	CCOc1ccc(NS(=O)(=O)c2ccc(C(=O)NCC(c3ccco3)N3CCCCC3)cc2)cc1 (configuration not stated)	-6%	2%	-1%	9%	-9%	-11%	-9%	0	4.4
34	CCOC(=O)c1sc(-c2ccc(Cl)cc2Cl)nc1O	-13%	17%	?	18%	4%	-9%	-2%	-13	0.4
35	Cc1ccccc1NC(=O)NC1CCCCC1C (configuration not stated)	0%	-1%	-20%	11%	24%	-6%	4%	1	-4.8
36	Cc1ccc(N=CC2=C(O)CC(c3cccc(Cl)c3)CC2=O)cc1 (configuration not stated)	-9%	2%	-1%	-2%	?	6%	-8%	-7	-0.3
37	CC(C)(C)OC(=O)NCCCCCNC(=O)c1nc[nH]c1C(=O)NCc1ccccc1	-1%	-2%	-10%	28%	-2%	9%	2%	-1	-0.7
38	CCN(CC)c1nc(N)c2c(N)nc3c(c2c1C#N)CC(c1ccccc1)O3 (configuration not stated)	10%	4%	2%	30%	-1%	-8%	-12%	/	-2.0
39	Cc1ccc(NC(=O)C2C(c3ccccc3)C=CC(c3ccccc3)C2C(=O)O)cc1 (configuration not stated)	-4%	-3%	?	44%	5%	-25%	3%	6	-0.8
40	CCOCCCNC(=O)c1ccc(CS(=O)(=O)Cc2ccc(C)cc2)o1	-4%	3%	-1%	-5%	15%	10%	3%	/	0.1
41	C=CCN1C(=O)c2ccc(C(=O)NCCc3ccc(F)cc3)cc2C1=O	-5%	5%	-1%	-4%	4%	-5%	-14%	6	-2.9
42	CN(C)c1ccnc(N(Cc2ccccc2)Cc2ccccc2)c1C#N	14%	-19%	?	17%	4%	-25%	-1%	/	-2.2
43	Cc1ccc(S(=O)(=O)Nc2ccccc2C(C(=O)OC(C)(C)C)C(=O)OC(C)(C)C)cc1	-21%	5%	7%	28%	-26%	-3%	-3%	2	-0.9
44	Cc1cc(C)cc(NC(=O)CN2CCN(C(=O)c3cccs3)CC2)c1	-7%	1%	0%	11%	6%	-21%	2%	-2	-0.5

Reformatted as labelled records: entries from further up.
44. Cc1cc(C)cc(NC(=O)CN2CCN(C(=O)c3cccs3)CC2)c1
  EPAC1 agonist = -7%
  aSyn yeast inh = 1%
  PLK1 PBD inh = 0%
  FUS yeast rescue = 11%
  EPAC1 antag = 6%
  Abeta rescue = -21%
  WRN inhibitor = 2%
  PI5P4Ka inh = -2
  IL2 activator = -0.5
38. CCN(CC)c1nc(N)c2c(N)nc3c(c2c1C#N)CC(c1ccccc1)O3 (configuration not stated)
  EPAC1 agonist = 10%
  aSyn yeast inh = 4%
  PLK1 PBD inh = 2%
  FUS yeast rescue = 30%
  EPAC1 antag = -1%
  Abeta rescue = -8%
  WRN inhibitor = -12%
  PI5P4Ka inh = /
  IL2 activator = -2.0
40. CCOCCCNC(=O)c1ccc(CS(=O)(=O)Cc2ccc(C)cc2)o1
  EPAC1 agonist = -4%
  aSyn yeast inh = 3%
  PLK1 PBD inh = -1%
  FUS yeast rescue = -5%
  EPAC1 antag = 15%
  Abeta rescue = 10%
  WRN inhibitor = 3%
  PI5P4Ka inh = /
  IL2 activator = 0.1
37. CC(C)(C)OC(=O)NCCCCCNC(=O)c1nc[nH]c1C(=O)NCc1ccccc1
  EPAC1 agonist = -1%
  aSyn yeast inh = -2%
  PLK1 PBD inh = -10%
  FUS yeast rescue = 28%
  EPAC1 antag = -2%
  Abeta rescue = 9%
  WRN inhibitor = 2%
  PI5P4Ka inh = -1
  IL2 activator = -0.7
